CHT PAM – allosteric activators of human choline transporter CHT | Q9GZV3 | CHT-expressing cells, membrane potential dye, choline EC20; hits give high values; LV-AA mutant CHT in HEK293 cells | hit rate 0.49% among 310,000 | B-score at 10 µM;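 active = initial fluorescence not abnormally high and integrated response B-score, plate-corrected, over 3 SD above library mean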
Target sequence (Q9GZV3 whole entry, looked up): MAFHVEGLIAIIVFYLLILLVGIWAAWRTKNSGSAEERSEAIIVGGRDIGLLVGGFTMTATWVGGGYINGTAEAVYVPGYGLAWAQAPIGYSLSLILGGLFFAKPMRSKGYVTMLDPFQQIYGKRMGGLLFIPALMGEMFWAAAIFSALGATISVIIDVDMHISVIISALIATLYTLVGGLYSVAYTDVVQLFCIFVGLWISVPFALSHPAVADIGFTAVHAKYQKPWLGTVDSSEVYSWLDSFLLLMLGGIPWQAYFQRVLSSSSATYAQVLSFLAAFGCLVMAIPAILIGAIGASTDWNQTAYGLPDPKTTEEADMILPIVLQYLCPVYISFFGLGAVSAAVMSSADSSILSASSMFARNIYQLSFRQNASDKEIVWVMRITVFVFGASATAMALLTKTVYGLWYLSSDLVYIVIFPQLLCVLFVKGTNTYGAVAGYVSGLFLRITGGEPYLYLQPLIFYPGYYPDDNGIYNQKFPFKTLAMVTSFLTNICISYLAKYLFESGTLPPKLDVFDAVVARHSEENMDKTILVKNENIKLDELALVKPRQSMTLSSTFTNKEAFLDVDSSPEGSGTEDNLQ
OX1R antagonist – blocks the human orexin 1 receptor; inhibition, % at 5 µM; CHO/OX1R cells, Fluo-8 calcium fluorescence, orexin A; AID 434989; hit rate 0.43% among 330,000; O43613;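 active = inhibition above its plate's threshold, mean inhibition of all tested compounds on the plate plus 3 SD, cut at about 37% in these data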;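 also: 0% = orexin A challenge wells and 100% = SB-334867-A antagonist wells; not every result past the cut was called active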
Target sequence (O43613 whole entry, looked up): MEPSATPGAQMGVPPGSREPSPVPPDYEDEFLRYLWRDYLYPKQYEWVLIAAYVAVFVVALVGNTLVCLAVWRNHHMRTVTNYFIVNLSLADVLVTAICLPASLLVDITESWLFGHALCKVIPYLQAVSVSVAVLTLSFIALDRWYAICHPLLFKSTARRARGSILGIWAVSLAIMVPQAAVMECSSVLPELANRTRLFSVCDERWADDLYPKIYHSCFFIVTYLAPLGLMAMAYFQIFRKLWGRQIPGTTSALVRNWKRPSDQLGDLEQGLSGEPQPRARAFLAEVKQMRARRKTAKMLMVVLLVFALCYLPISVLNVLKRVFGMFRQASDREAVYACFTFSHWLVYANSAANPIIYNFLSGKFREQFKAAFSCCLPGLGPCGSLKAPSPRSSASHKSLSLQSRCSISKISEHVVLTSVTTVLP
Numbers without * were called inactive; i = inactive; . = not tested or not shown.

Below each compound – CHT PAM, OX1R antagonist
N/C(COc1cc(Cl)cc(Cl)c1)=N\O
  i, 13.5
COc1ccc(CNC(=O)CN(C(=O)c2csnn2)c2cccc(C(C)=O)c2)cc1
  i, -6.0
CCCOc1ccc(C(=O)CCNc2cccc(Cl)c2)cc1
  i, -23.7
CCOC(=O)N1CCN(C(=O)c2cccc(F)c2)CC1
  i, 1.0
Cc1cccc(NC(=S)NCC(c2cccnc2)N(C)C)c1C (stereo unspecified)
  i, 9.3
COC(=O)CCc1c(C)c(C(=O)c2cc(OC)c(OC)c(OC)c2)c2ccccn12
  i, -30.7
COc1cc(Cl)c(CN2CCC(CO)(CCOc3ccccc3)CC2)cc1OC
  i, -31.7
COc1cccc(/C(O)=C2\C(=O)C(=O)N(c3ccccn3)C2c2ccccc2OC)c1 (stereo unspecified)
  i, -22.0
CCCc1cc(=O)[nH]c(SCC(=O)Nc2ccc(OC)c(S(=O)(=O)N3CCCCC3)c2)n1
  ., -24.3
CCn1c(=O)c2c(O)cc(=O)oc2c2ccccc21
  i, -31.4
O=S(=O)(Cc1ccccc1)c1ccccc1-c1nnc(-c2ccccc2)o1
  i, -22.3
Cc1nnc(NC(=O)CSc2nnc3scc(-c4ccc(C)c(C)c4)n23)s1
  i, -5.3
CCOc1cc(C2C3=C(CC(C)(C)CC3=O)N(CCCOC)C3=C2C(=O)CC(C)(C)C3)ccc1O
  i, .
COc1ccc(CC(=O)Nc2cccc3ncccc23)cc1OC
  i, -21.2
CN(CC(=O)Nc1ccc(Cl)c(Cl)c1)C1CCCCC1
  i, .
COc1ccc(CN(CCC(c2ccccc2)c2ccco2)C(=O)c2ccco2)cc1 (stereo unspecified)
  i, -37.6
CC1CCN(C(=O)c2ccc(CS(=O)(=O)Cc3ccccc3)cc2)CC1
  i, -1.2
O=[N+]([O-])c1nn(-c2ccc3c(c2)OCCO3)n(O)c1=NCc1ccc(F)cc1Cl
  i, -13.2
Cc1ccccc1OCC(=O)N/N=C/c1ccc(Sc2nc3ccccc3s2)o1
  i, -34.7
CCOC(=O)c1sc2nc(C)nc(NCc3ccccc3)c2c1C
  i, -30.4

Sorted by length of the SMILES (falling): some entries from above.
Below each compound – CHT PAM, OX1R antagonist
O=[N+]([O-])c1nn(-c2ccc3c(c2)OCCO3)n(O)c1=NCc1ccc(F)cc1Cl
  i, -13.2
COc1ccc(CNC(=O)CN(C(=O)c2csnn2)c2cccc(C(C)=O)c2)cc1
  i, -6.0
COc1ccc(CN(CCC(c2ccccc2)c2ccco2)C(=O)c2ccco2)cc1 (stereo unspecified)
  i, -37.6

Going on with the list.
Below each compound – CHT PAM, OX1R antagonist
O=C1/C(=C\c2cccnc2)CCc2ccccc21
  i, -17.6
CCOC(=O)C1=C(C)C(c2ccccc2O)NC(=O)N1 (stereo unspecified)
  i, -13.2
O=C(Nc1cccc(S(=O)(=O)NC2=NCCC2)c1)C1CC(=O)N(c2ccc3c(c2)OCCO3)C1 (stereo unspecified)
  i, -11.9
CC(C)n1c(NCc2c[nH]c3ccccc23)nc2ccccc21
  i, -27.7
CC1CN(C(=S)Nc2cccc(Cl)c2Cl)CC(C)O1 (stereo unspecified)
  i, -0.4
Cc1ccc(S(=O)(=O)Nc2cccc(Oc3cnccn3)c2)cc1
  i, -7.5
NC(=O)CC[C@@H]1NC(=O)[C@H](CO)NC(=O)c2cc([N+](=O)[O-])cc(I)c2NCC[C@@H](C(N)=O)NC1=O
  i, 0.1
Cc1oc2c(CN3CCOCC3)c(O)ccc2c(=O)c1-c1ccc(Br)cc1
  i, -17.4
O=C(CNC(=O)c1cccs1)NCCN1CCN(c2ccccc2F)CC1
  i, -19.7
CC(=O)Nc1cccc(C(=O)NC2CCCc3c2cnn3-c2cc(C)cc(C)c2)c1 (stereo unspecified)
  i, -28.3

Entries of single compounds from above.
O=S(=O)(Cc1ccccc1)c1ccccc1-c1nnc(-c2ccccc2)o1 in the list: CHT PAM: i; OX1R antagonist: -22.3
Cc1cccc(NC(=S)NCC(c2cccnc2)N(C)C)c1C (stereo unspecified) in the list: CHT PAM: i; OX1R antagonist: 9.3
COc1ccc(CNC(=O)CN(C(=O)c2csnn2)c2cccc(C(C)=O)c2)cc1 in the list: CHT PAM: i; OX1R antagonist: -6.0

Following part:
Below each compound – CHT PAM, OX1R antagonist
O=C(COc1cccnc1[N+](=O)[O-])NCc1ccco1
  i, 1.9
O=c1c2ccccc2nc(SCc2cn3ccsc3n2)n1-c1ccccc1F
  i, -10.0
CS(=O)(=O)N1CCC(C(=O)Nc2ccc3c(c2)OCCO3)CC1
  i, 1.5
N#Cc1c(N)c(C(=O)c2ccccc2)n2c1CCCC2
  i, -22.0
Cc1cc(Cl)ccc1OCC(=O)NC1CCCC1
  i, -11.8
Cc1ccccc1CN1CCC(CNC(=O)Nc2ccc(F)cc2F)CC1
  i, -14.0
Clc1ccc(-c2nc(-c3cc4cc(Cl)ccc4o3)cs2)cc1
  i, -8.9
CCCCOc1ccc(N2CC(C(=O)NCCc3ccc(OC)c(OC)c3)CC2=O)cc1 (stereo unspecified)
  i, -13.5
Cc1cccc(/C=N/NC(=O)CNc2cccc3ccccc23)n1
  i, -14.1
Cc1nn(CC(O)COc2ccc3c(c2)CCC3)c(C)c1C (stereo unspecified)
  i, -25.3
CCCN1C(=O)C(Cc2nc3ccccc3c(=O)n2-c2ccccc2)c2ccccc21 (stereo unspecified)
  i, -19.4
CC(=O)CCc1ccc(OCC(O)CNC2CCCc3ccccc32)cc1 (stereo unspecified)
  i, -23.0
CCS(=O)(=O)N1CCC(C(=O)NCCCN2CCC(Cc3ccccc3)CC2)CC1
  i, -18.5
CC(=O)N1c2ccc(S(=O)(=O)N3CCC(C(=O)N4CC(C)CC(C)C4)CC3)cc2CC1C (stereo unspecified)
  i, -31.0
O=C(NCc1cccc(C(F)(F)F)c1)c1cccc(S(=O)(=O)N2CCN(Cc3ccccc3)CC2)c1
  i, -29.5
Cc1ccc(S(=O)(=O)N2CCN(c3ccccc3)CC2)s1
  ., 2.9
O=C(NCCOc1ccccc1)C1=CC=CN2CCS(=O)(=O)N=C12
  ., -3.5
COc1cc2c(cc1OC)C(C)N(CCc1ccc(Cl)cc1)CC2 (stereo unspecified)
  i, -33.1
COC(=O)c1cc(S(=O)(=O)NCC2CCN(Cc3cc(C)ccc3C)CC2)cn1C
  i, -1.2
COC(=O)C1=C(C)N(Cc2ccccc2)C(=NCCc2c[nH]c3ccccc23)N[C@H]1c1cccc(F)c1
  ., 45.4

(listing goes on)
Molecule	CHT PAM	OX1R antagonist
O=C(CNC(=O)c1ccc(Cl)cc1Cl)OCc1cn2cc(Br)ccc2n1	.	-31.2
CCOC(=O)c1c(-c2ccc(-c3ccccc3)cc2)csc1NC(=O)C1C2CCC(O2)C1C(=O)O (stereo unspecified)	i	7.5
Cc1c(C(c2cc3c(cc2Br)OCO3)c2c(C)n(C)n(-c3ccccc3)c2=O)c(=O)n(-c2ccccc2)n1C	i	-27.8
COc1ccc(NC(=O)COc2cccc3c2CCN(C)C3=O)c(OC)c1	i	-11.0
CC(=O)NC(=S)Nc1ccc(NC(=S)NC(=O)/C=C/c2ccco2)cc1	i	-26.3
O=c1c2ccccc2nnn1Cc1ccccc1	i	-18.2
O=C(O)C1CCCNC1 (stereo unspecified)	i	0.8
O=C(c1ccc(S(=O)(=O)NCC2CCCO2)cc1)N1CCN(c2ccccc2F)CC1 (stereo unspecified)	i	-0.8
COCCn1nnnc1C(c1cc2cc(C)ccc2[nH]c1=O)N1CCN(C2CCCCC2)CC1 (stereo unspecified)	i	-16.9
NC(=O)c1ccc(Nc2nnc(-c3ccc(O)cc3)c3ccccc23)cc1	i	-10.2
CCOCCCNC(=O)C(NC(=O)c1ccc2c(c1)OCO2)c1ccccc1 (stereo unspecified)	i	-20.8
O=C1C(C2=NC(c3ccccn3)C3C(=O)N(c4ccc(OC(F)(F)F)cc4)C(=O)C23)=C(O)c2ccccc21 (stereo unspecified)	i	-0.2
Cc1ccc(S(=O)(=O)N(C)c2ccc(OCC(=O)Nc3cccc(-n4cnnn4)c3C)cc2)cc1	i	-25.1
C=CCn1c(SCC(=O)NCC2CCCO2)nc2scc(-c3ccco3)c2c1=O (stereo unspecified)	i	-34.3
CCOc1ccc(NS(=O)(=O)c2ccc3[nH]c(=O)c(=O)[nH]c3c2)cc1	i	-12.4
O=C(COc1cc2oc(=O)c3c(c2cc1Cl)CCC3)NCc1ccncc1	i	-43.1
CCN(CC(=O)N1CCCC1)S(=O)(=O)c1ccc2ccccc2c1	i	-20.9
CCNC(=O)N1CCCC(C(=O)c2ccc3cc(OC)ccc3c2)C1 (stereo unspecified)	i	-17.1
CCOc1ccc(S(=O)(=O)N/N=C2/CC(c3ccccc3)Oc3ccccc32)cc1 (stereo unspecified)	i	-26.4
Cc1ccc(NC(=O)C2CCN(S(C)(=O)=O)CC2)cc1	i	3.9

In another format: 2 of the compounds above.
compound: CCOC(=O)N1CCN(C(=O)c2cccc(F)c2)CC1
  CHT PAM: i
  OX1R antagonist: 1.0

compound: O=c1c2ccccc2nc(SCc2cn3ccsc3n2)n1-c1ccccc1F
  CHT PAM: i
  OX1R antagonist: -10.0

The listing continues:
Molecule	CHT PAM	OX1R antagonist
COC(=O)[C@@H]1C[C@@H](c2ccccc2)[C@H](C)C1(C)C	i	-0.1
Cc1ccc2sc(NNC(=O)c3ccc4c(c3)OCCO4)nc2c1C	i	-14.0
C1CCC(Nc2nc3nonc3nc2N2CCSCC2)C1	i	-18.7
CC(C)(C)c1cc(-c2ccccc2)no1	i	-12.4
Cc1ccccc1OCC(=O)N/N=C/c1c(C)nn(-c2ccccc2)c1Cl	i	-22.6
CC1=CC(C)(C)N2C(=O)C3(SCC(=O)N3c3ccc(O)cc3)c3cc(C)cc1c32 (stereo unspecified)	i	-27.7
CCOC(=O)Cn1c(SC)nc2sc3c(c2c1=O)CC(C)(C)OC3	i	-25.9
Cc1ccc(S(=O)(=O)N2CCCOC2CNC(=O)C(=O)NCc2ccccc2C)cc1 (stereo unspecified)	i	-30.0
c1cncc(-c2nc3c(ccc4ccccc43)[nH]2)c1	i	-13.6
Cn1c(SCC(=O)N2CCOCC2)nnc1-c1ccc2ncccc2c1	i	-15.1
COc1ccc2nc(SCC(=O)Nc3nccs3)[nH]c2c1	i	-20.7
Cc1onc(-c2ccccc2Cl)c1C(=O)NCc1ccccc1F	i	-14.0
CN(C)S(=O)(=O)c1cccc(NC(=O)c2ccc(N3CCCC3=O)cc2)c1	.	-21.3
Cc1ccn2c(NC3CCCCC3)c(-c3cccc(-c4cccc(Cl)c4)c3)nc2c1	i	-53.5
COc1cc(C)c(NC(=O)C(=S)NCc2ccccc2)cc1C	i	-10.1
CCOC(=O)N1CCN(S(=O)(=O)c2cc(Br)cc3c2N(C(=O)C2CC2)CC3)CC1	i	-38.5
COCc1cc(Sc2ccc(Cl)cc2Cl)nc(-c2ccccc2)n1	i	-3.0
CC(=O)N(CCc1ccccc1)Cc1cc2cc(C)ccc2[nH]c1=O	i	-13.1
O=C(c1ccco1)N1CCN(C(=O)C2(S(=O)(=O)c3ccc(Cl)cc3)CC2)CC1	i	-7.1
COCCCn1c(SCc2cccc(C(F)(F)F)c2)nc2cc(OC)c(OC)cc2c1=N	i	-17.9
CN(C)C(=O)CSc1nc(-c2ccccc2)c(-c2ccccc2)o1	i	-17.8
CCOC(=O)C1=CN(CC)S(=O)(=O)NC1CC (stereo unspecified)	.	-5.7
CC(C)N1C(=O)C(O)(C2COC(C)(C)CC2=O)c2ccccc21 (stereo unspecified)	i	-11.0
CCc1ccc(C=NC23CN4CN(CN(C4)C2)C3)s1	i	-8.8
CCCN(CC(=O)Nc1ccccc1C)C(=O)C1CC(=O)N(c2ccccc2C(C)CC)C1 (stereo unspecified)	.	-12.9
O=C(COc1ccc(Br)cc1)Nc1nnc(-c2cccnc2)s1	i	7.8
CSc1cccc(NC(=O)CCCNC(=O)c2ccc(Cl)cc2)c1	i	-16.9
O=Cc1cccc(OCc2cccc3ccccc23)c1	i	-1.8
O=C(Cn1cccc1)NCc1cccs1	i	7.6
CCOC(=O)c1[nH]nc(N)c1NC(=O)c1ccc(Cl)cc1Cl	i	3.4
CCC(C)NC(=O)c1ccc(NC(=O)C2=C(C)OCCS2)cc1 (stereo unspecified)	i	-22.5
CN(C)C(=O)CSc1nnc([C@H](Cc2c[nH]c3ccccc23)NC(=O)OC(C)(C)C)o1	i	-35.7
CCOC(=O)c1ccc(CNC(=O)c2n[nH]c(=O)c3ccccc23)o1	i	-9.4
O=C(CN(C(=O)c1ccc2c(c1)OCCO2)c1ccccc1)NCC1CCCO1 (stereo unspecified)	i	-19.7
CCOC(=O)C1CCN(CCC(=O)Nc2ccccc2)CC1	i	-3.6
Cc1ccc(C)c(/C=C/C(=O)c2ccccc(=O)c2O)c1	i	-19.2
Cc1cc(C)c(C)c(OCC(=O)N2CCCCCC2)c1	i	-14.7
COc1ccc(-c2nc(NC(=O)c3ccccc3)sc2-c2ccc([N+](=O)[O-])cc2)cc1	i	-6.9
CCOC(=O)C1=C(C)N=c2s/c(=C\c3ccc(OCC(=O)O)cc3)c(=O)n2C1c1ccc(Cl)cc1 (stereo unspecified)	i	.
Cc1cc(O)c(C=Nc2cccc(Cl)c2)c(=O)o1	i	-10.1
CCC(=O)Nc1ccc(NC(=O)CSc2nnnn2-c2cccnc2)cc1C	i	-4.2
Cc1cccc(N2C(=O)CC(Sc3nc(C)cc(C)n3)C2=O)c1 (stereo unspecified)	i	-12.0
COc1cc(OC)cc(C(=O)N[C@H](C(=O)Nc2nc(-c3ccc(F)c(F)c3)cs2)C(C)C)c1	i	-19.9
COc1ccc(N(C)S(=O)(=O)c2c(C)noc2C)c(OC)c1	i	-25.0

Source: PubChem (several laboratories)
